Screening data as filed in PubChem BioAssay.
eIF4E-4G inh: eIF4E–eIF4G protein interaction inhibitors, primary screen, biochemical, uHTS, TR-FRET, eIF4GI fragment; Eukaryotic translation initiation factor 4E (Mus musculus) + Eukaryotic translation …; TR-FRET eIF4E-eIF4GI(517-606) binding, 2 h; inhibition, % at 21.7 µM; actives 0.37% (n = 220,000); AID 782, 2007;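 further: 0% = full FRET control wells and 100% = background wells lacking eIF4GI fragment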
KCC2 mod: KCC2 cotransporter modulators, thallium flux, primary screen, cell-based, HEK293 KCC2, FluoZin-2 fluorescence, MLSMR; KCC2 cells, thallium flux FluoZin-2 fluorescence; B-score of Tl+ flux slope (higher = more flux/activation; lower = inhibition) at 10 µM; Solute carrier family 12 member 5 (Homo sapiens), Q9H2X9; actives 2.2% (n = 190,000); AID 1456, 2008;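 active means thallium flux slope and its plate-corrected score both differing from the plate sample mean at a set confidence after two filtering rounds, in either direction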;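 further: slope of fluorescence scaled to starting intensity during 10 to 20 s after thallium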
NCF1 inh: p47phox/p22phox peptide binding inhibitors, primary screen, biochemical, uHTS, NADPH oxidase regulatory subunit | fluorescence polarization, 2 h | inhibition, % at 24.7 µM | actives 0.53% (n = 220,000) | AID 1274, 2008;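 further: 0% = p47phox with labelled peptide and 100% = labelled peptide alone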
Target sequence (P14598 whole entry, looked up): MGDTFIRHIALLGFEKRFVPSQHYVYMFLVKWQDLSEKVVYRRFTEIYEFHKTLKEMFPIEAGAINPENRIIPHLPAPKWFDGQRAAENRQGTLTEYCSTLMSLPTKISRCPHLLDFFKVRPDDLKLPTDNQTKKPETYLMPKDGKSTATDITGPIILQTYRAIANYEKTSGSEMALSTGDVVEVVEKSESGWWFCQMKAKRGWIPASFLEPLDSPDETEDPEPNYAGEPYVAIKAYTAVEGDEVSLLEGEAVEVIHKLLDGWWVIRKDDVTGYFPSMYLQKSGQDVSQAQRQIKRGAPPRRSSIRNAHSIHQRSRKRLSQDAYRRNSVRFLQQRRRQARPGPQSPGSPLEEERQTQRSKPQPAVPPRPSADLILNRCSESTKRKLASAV
thrombin 1536: human alpha-thrombin inhibitors, primary screen, counter-screen for coagulation protease inhibitor project, biochemical, 1536-well, fluorogenic AMC substrate; Prothrombin (Homo sapiens), P00734; Boc-VPR-AMC fluorogenic substrate cleavage; inhibition, % at 5 µM; actives 0.26% (n = 220,000);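 active means inhibition at or above 40%; inactive means inhibition below 40%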;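 further: 0% = enzyme with no compound and 100% = wells without enzyme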
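Material: Human alpha-thrombin protein | Buffer or medium: pH 7.5 Tris-saline with Tween 20 | Reagent: Boc-VPR-AMC substrate, 15 µM final | Schedule: Reaction at ambient temperature | Detection: AMC fluorescence at 355 nm excitation and 460 nm emission | Evaluation: Percent inhibition scaled between no-compound controls and no-enzyme blanks | Controls: no-compound enzyme wells and no-enzyme blanks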
14-3-3 Bad inh: inhibitors of 14-3-3 zeta/Bad binding, primary screen, biochemical, TR-FRET, bovine 14-3-3 zeta. 14-3-3 protein zeta/delta (Bos taurus), P63103. inhibition, % at 21.7 µM. TR-FRET 14-3-3zeta/Dy647-pBad peptide displacement, 1 h. AID 781, 2007. actives 0.71% (n = 220,000);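 active means inhibition above about 70%, limit read from the data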;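 further: 0% = full 14-3-3 plus peptide FRET controls and 100% = background without 14-3-3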
Rad51 HR inh: human RAD51 strand exchange inhibitors, primary screen, biochemical, fluorescence. DNA repair protein RAD51 homolog 1 (Homo sapiens), Q06609. hRad51 DNA strand exchange, fluorescence dequenching. inhibition, % at 10 µM. actives 0.085% (n = 200,000);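 active means inhibition above 40% at the single screening dose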;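 further: 0% = DMSO control wells and 100% = blanks with heterologous ssDNA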
Target sequence (Q06609 whole entry, looked up): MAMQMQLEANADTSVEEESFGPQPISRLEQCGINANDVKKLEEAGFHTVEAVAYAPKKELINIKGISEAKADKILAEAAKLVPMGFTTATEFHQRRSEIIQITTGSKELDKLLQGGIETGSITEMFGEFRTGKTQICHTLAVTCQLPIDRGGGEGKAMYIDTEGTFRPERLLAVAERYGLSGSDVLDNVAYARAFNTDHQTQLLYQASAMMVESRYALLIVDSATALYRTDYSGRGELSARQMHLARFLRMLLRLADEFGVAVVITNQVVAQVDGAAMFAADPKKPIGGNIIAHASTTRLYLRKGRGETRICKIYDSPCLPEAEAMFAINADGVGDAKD
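Read-out basis: percent inhibition relative to plate controls and blanks / Assay system: human Rad51 nucleoprotein filaments preassembled on unlabelled ssDNA / Timing: filaments 15 min 37 °C, then compound 30 min / Control set: per-plate controls and blanks / Technique: fluorescence dequenching at 485/520 nm / Compound: 10 µM final, single point / Also added: Fluorescein- and BHQ1-tagged 47-mer duplex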
KLK5 inh: human KLK5 protease inhibitors, primary screen, biochemical, 1536-well. Kallikrein-5 (Homo sapiens), Q9Y337. recombinant hK5, fluorogenic AMC substrate cleavage. inhibition, % at 5 µM. actives 0.59% (n = 210,000). AID 873, 2007;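 active means inhibition of 40% or more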;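 further: 0% = enzyme controls without compound and 100% = no-enzyme blanks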
Furin inh: human furin inhibitors, primary screen, biochemical, fluorescence intensity | P09958 | purified furin, fluorogenic substrate cleavage | inhibition, % at 30 µM | actives 0.061% (n = 220,000); in the data active means inhibition above about 25%; further: inactives centre near -15
EBV gp42 inh: Epstein-Barr virus gp42 inhibitors, primary screen, biochemical, uHTS, fluorescence polarization | Glycoprotein 42 (Epstein-Barr virus (strain AG876)), Q1HVG2 | Fluorescence polarization binding assay, mP read-out | inhibition, % (tested at 21.74 µM) | actives 0.42% (n = 220,000) | AID 1085, 2008; in the data active means inhibition above about 50%
Active calls of the source: *; . = not tested or not shown; [ ] = another dose, or the depositor's remark.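 How the source made its calls, unless noted: active means inhibition above about 30% (limit read from the data); inactive means the rest.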

smiles | eIF4E-4G inh | KCC2 mod | NCF1 inh | thrombin 1536 | 14-3-3 Bad inh | Rad51 HR inh | KLK5 inh | Furin inh | EBV gp42 inh
CCCCCN1N=C(C)CC1=O | 3 | 1.5 | 1 | 0 | -3 | -22 | -5 | -15 | -10
Cc1ccccc1C(=O)N/N=C/c1ccc(Sc2ccccn2)o1 | 3[fluorescence artefact?] | -1.1 | -13 | -6 | -4[fluorescence artefact?] | 16 | -15 | -8 | -5
Cc1cc(C)nc(SCc2nnc(SCC(=O)Nc3nc(-c4ccccc4)cs3)n2-c2ccccc2)n1 | -52 | -0.049 | -21 | -4 | 11[fluorescence artefact?] | 3 | -25 | -10[20 µM] | -12
COc1ccc(OC)c(NC(=O)CN2C(=O)NC3(CCOc4ccccc43)C2=O)c1 (stereo not drawn) | 1[fluorescence artefact?] | -0.38 | -9 | 3 | -5[fluorescence artefact?] | 3 | -7 | -10[20 µM] | -14
O=C(CN1CCN(Cc2ccccc2Cl)C1=O)NCc1ccccn1 | -2 | -0.037 | 6 | 1 | -4 | -3 | 1 | -18 | -8
O=C(O)c1cccc(CSc2n[nH]c(-c3ccc(Cl)cc3Cl)n2)c1 | -2 | -1.8 | -6 | 2 | 11 | 5 | -9 | -24 | -3
COc1ccc(Nc2nc(N)nc(CN3CCN(c4ccc(F)cc4)CC3)n2)cc1 | 3 | 0.11 | 2 | -13 | -9 | 4 | 0 | -17 | -11
Cn1cc([N+](=O)[O-])c(C(=O)n2cccn2)n1 | -1 | 0.086 | -6 | 2 | 6 | -2 | 0 | -12 | -3
COCCn1c(SCC(=O)N2CCC(C)CC2)nc2ccccc2c1=O | -3[fluorescence artefact?] | -0.86 | 0 | -1 | 3[fluorescence artefact?] | -8 | -7 | -12 | -18
COc1cccc(NC(=O)CSc2nnc(Cc3cccs3)n2-c2ccc(C)cc2)c1 | -5 | -1.5 | -12 | 1 | 0 | 1 | 2 | 5[20 µM] | 2
Cc1occc1-c1nnc(SCC(=O)c2c[nH]c3ccccc23)n1C | 5 | -0.056 | -10 | -4 | 21 | -8 | -17 | -15 | 144*
CN(C)CCn1c(N)nc2ccccc21 | 3 | 0.31 | 2 | 4 | -2 | 5 | -9 | -9 | -7
O=C(Nc1ccc(CN2CCOCC2)cc1)c1ccccc1F | -4 | . | 6 | 0 | -7 | 7 | -4 | -15[20 µM] | -17
O=C(Nc1ccc(S(=O)(=O)NC2CCCCC2)cc1)c1ccco1 | -7 | -1.2 | -11 | 2 | 4[fluorescence artefact?] | -7 | -4 | 4[20 µM] | -13
COc1ccc(/C=N/NC(=O)c2ccc(NC(=O)c3cccc([N+](=O)[O-])c3)cc2)c(OC)c1 | 5 | . | 7 | -10 | -12 | -3 | -4 | -4 | 0
CC(=O)N/N=C(\C)c1cccc(C(F)(F)F)c1 | 1 | 0.17 | 0 | -14 | -2 | 3 | -7 | -19 | -2
CCC(=O)N(Cc1cc(=O)[nH]c2ccccc12)c1ccccc1C | 2 | -0.19 | 2 | 1 | 4 | 11 | 5 | -11 | -4
CCN(CC(=O)NC1CCS(=O)(=O)C1)C(=O)/C=C/c1cccs1 (stereo not drawn) | 0 | 0.98 | -3 | 3 | 2 | 1 | -1 | -26 | -7
COc1cc(/C=N/n2nnnc2N)cc(OC)c1OC | -3 | . | -8 | 1 | -1 | -12 | 3 | -10 | -3
O=C(O)CCC(=O)Nc1ccc(N2CCOCC2)cc1 | 0[fluorescence artefact?] | 0.51 | -2 | -3 | -12 | 0 | -13 | -22 | -1

(cont.)
smiles | eIF4E-4G inh | KCC2 mod | NCF1 inh | thrombin 1536 | 14-3-3 Bad inh | Rad51 HR inh | KLK5 inh | Furin inh | EBV gp42 inh
O=c1ccc(Oc2nc(N3CCCCC3)nc(N3CCCCC3)n2)n[nH]1 | 1 | -0.46 | -1 | 2 | 74* | 2 | 3 | -20 | -18
CCN(C(=O)COC(=O)/C=C/c1cccc([N+](=O)[O-])c1)c1ccccc1 | -4 | -0.72 | -4 | -4 | -11 | 8 | -2 | -18 | -4
Cc1ccc2c(c1)[C@@H](O)C[C@@H](C)N2N=O | 1 | -0.2 | -15 | -9 | -3 | 2 | -24 | -16 | -21
C=CC[n+]1c(C)csc1Nc1ccc(C(=O)O)cc1 | 2 | 0.67 | -14 | 4 | -10 | -9 | -8 | -17 | -11
CC(=O)NS(=O)(=O)c1cccnc1Nc1ccc(Cl)cc1 | 7 | -0.66 | -1 | -6 | 1[fluorescence artefact?] | 12 | -23 | -17[20 µM] | -17
O=C1C2C3C=CC(C3)C2C(=O)N1c1n[nH]c(-c2cccnc2)n1 (stereo not drawn) | -7[fluorescence artefact?] | 1.3 | -17 | -1 | 22[fluorescence artefact?] | 3 | -13 | 7[20 µM] | -21
COc1ccc(-c2nc3n(n2)C(=O)CC(c2ccco2)S3)cc1 (stereo not drawn) | 4 | -1.2 | -13 | 1 | 13 | -9 | -46 | -11 | 3
O=C(CSc1ncnc2scc(-c3ccccc3)c12)Nc1ccc(C(=O)O)cc1 | 0 | 0.41 | 0 | -1 | 11 | 25 | -5 | -12 | 0
COc1ccccc1NC(=O)CSc1nnnn1-c1ccc(C)cc1 | 3 | -0.19 | -3 | 2 | 3 | 0 | -7 | -11[20 µM] | -2
C[C@@]1([C@@H](NC(=O)c2cccs2)c2ccc(-c3ccccc3)cc2)C[C@H]1C1CCCCC1 | -5 | 1.5 | -16 | 4 | -6 | 1 | -4 | -18 | -1
O=S(=O)(Nc1ccc(-c2cn3ccccc3n2)cc1)c1ccccc1 | 2 | -0.5 | -6 | 16 | 2 | . | 10 | -24 | -11
Cc1ccc(N2C(=O)Nc3ccc(Br)cc3C2(O)C(=O)NCCCN(C)C)cc1C (stereo not drawn) | -2[fluorescence artefact?] | 0.029 | -6 | -4 | -2 | -3 | -26 | -22 | -22
CCOC(=O)C1=NNC2C(=O)N(C3CCCCC3)C(=O)C12 (stereo not drawn) | 3 | -0.054 | -16 | -16 | 3 | -7 | 4 | -28[20 µM] | -25
COc1ccc(CNC(=O)COC(=O)CCC2CCCCC2)cc1 | -5 | 0.26 | -8 | 0 | -3[fluorescence artefact?] | -1 | 2 | -10 | -16
Cc1ccc(NC(=S)N2CCN(C)CC2)c(C)c1 | 3[fluorescence artefact?] | -0.18 | -4 | 10 | -6 | . | 0 | -21 | -5
CC(NS(=O)(=O)/C=C/c1ccccc1)C(=O)NCCc1ccc(S(N)(=O)=O)cc1 (stereo not drawn) | 0 | 2.1 | -19 | -10 | -19 | -7 | -4 | -14 | -14
Cc1cccc(-n2cc(-c3ccc([N+](=O)[O-])cc3)[nH]c2=S)c1 | -1 | 5.1* | -13 | 4 | 15 | 2 | -4 | -1 | -20
COC(=O)/C=C/c1c(C)[nH]c(=O)[nH]c1=O | -3 | 0.00091 | 9 | -3 | 3 | 16 | 2 | -12 | -14
CC(C)N(Cc1ccccc1)C(=S)Nc1cccnc1 | -1 | -1.3 | 1 | -4 | 4 | -10 | -23 | -23 | 7
CCOC(=O)Cn1cncc1-c1ccc([N+](=O)[O-])cc1 | 12 | 1.3 | 0 | -1 | 4 | . | -9 | -5 | -3

(list continues)
smiles | eIF4E-4G inh | KCC2 mod | NCF1 inh | thrombin 1536 | 14-3-3 Bad inh | Rad51 HR inh | KLK5 inh | Furin inh | EBV gp42 inh
COc1ccc2c(c1)c1ncn(Cc3ccccn3)c(=O)c1n2C | 4 | -0.19 | -4 | 1 | 12 | -1 | -5 | -29 | -22
CC(C)NS(=O)(=O)c1ccc(OCC(=O)Nc2ccc3c(c2)OCO3)cc1 | 1 | 0.77 | -9 | -5 | -14 | -1 | 0 | -15 | -19
O=C(NC1CCCCCCC1)C1CCN(S(=O)(=O)N2CCCC2)CC1 | 58* | -0.55 | -2 | -4 | -6[fluorescence artefact?] | 2 | -20 | -28 | -2
Cc1c(Cl)cccc1N1C(=O)c2ccccc2C1=O | 0 | 1.1 | -3 | -3 | 8 | . | 2 | -14[20 µM] | -7
CC(C)(CO)C(O)C(=O)NCCC#N (stereo not drawn) | 3 | 1.6 | 11 | -10 | -6 | -2 | -3 | -14 | -15
COc1ccc(OC)c(S(=O)(=O)Nc2ccc(F)cc2)c1 | . | . | 10 | 2 | . | 8 | -7 | -15[20 µM] | -17
CCOC(=O)N1CCN(c2c(NCCOC)c(=O)c2=O)CC1 | -3 | -0.77 | -7 | -6 | 2[fluorescence artefact?] | -9 | -4 | -16 | -5
O=S(=O)(Nc1ncccn1)c1ccc(Nc2ncnc3ccccc23)cc1 | 0 | 0.75 | -3 | 0 | 12 | -8 | 12 | -17[20 µM] | -7
